Jurkat NFkB inh: inhibitors of the PMA/ionomycin-induced NF-kB reporter in Jurkat cells; PMA/ionomycin-induced NF-kB luciferase reporter, luminescence; inhibition, % at 4 µM; 0.53% of 330,000 active; AID 435003; in the data active means inhibition above about 50%
CCR6 antag: blocks CCL20-driven beta-arrestin recruitment at human CCR6. P51684. 0.49% of 340,000 active. inhibition, % at 20 µM. CHO-K1 CCR6 PathHunter beta-arrestin, luminescence, CCL20-stimulated. AID 493098;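 active means compounds whose inhibition of the agonist-driven luminescence signal at 20 µM reaches about 50%, limit read from the data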;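 further: cells stimulated with CCL20 at 14 nM final; plate controls were DMSO with CCL20 for no effect and DMSO without agonist for full effect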
Target sequence (P51684 whole entry, looked up): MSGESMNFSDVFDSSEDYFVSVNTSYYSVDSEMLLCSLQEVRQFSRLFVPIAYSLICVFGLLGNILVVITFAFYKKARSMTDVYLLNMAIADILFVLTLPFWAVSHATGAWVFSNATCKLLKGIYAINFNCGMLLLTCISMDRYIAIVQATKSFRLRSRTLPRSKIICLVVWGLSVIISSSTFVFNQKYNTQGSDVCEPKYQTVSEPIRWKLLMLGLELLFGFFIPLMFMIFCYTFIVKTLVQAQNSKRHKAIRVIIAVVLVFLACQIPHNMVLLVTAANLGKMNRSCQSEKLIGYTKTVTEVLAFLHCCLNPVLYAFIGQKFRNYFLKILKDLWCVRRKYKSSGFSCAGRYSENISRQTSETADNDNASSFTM
CXCR6 block: inhibitors of human CXCR6 receptor; 0.36% of 360,000 active; O00574; CHO-K1 PathHunter CXCR6 beta-arrestin, luminescence; inhibition, % at 20 µM; AID 602244; in the data active means inhibition above about 34%, passing the limit was not always enough;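 further: antagonist mode with CXCL16 agonist at 10 nM final; 0% = 10 nM CXCL16 with DMSO and 100% = unstimulated wells without agonist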
Target sequence (O00574 whole entry, looked up): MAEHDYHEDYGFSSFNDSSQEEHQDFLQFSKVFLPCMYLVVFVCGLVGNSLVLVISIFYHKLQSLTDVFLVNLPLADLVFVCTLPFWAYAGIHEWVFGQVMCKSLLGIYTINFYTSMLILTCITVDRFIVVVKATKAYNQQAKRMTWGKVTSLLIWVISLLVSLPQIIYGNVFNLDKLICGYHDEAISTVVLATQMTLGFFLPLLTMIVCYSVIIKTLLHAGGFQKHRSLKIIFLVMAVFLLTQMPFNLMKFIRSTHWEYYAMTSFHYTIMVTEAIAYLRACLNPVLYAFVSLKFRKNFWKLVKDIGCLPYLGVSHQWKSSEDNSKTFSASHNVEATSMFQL
EBI2 antag: antagonists of human EBI2 receptor | EBI2 beta-arrestin recruitment, luminescence, 7a,25-OHC stimulated | inhibition, % at 5 µM | 0.81% of 360,000 active | AID 651636; in the data active means inhibition above about 38%;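 further: enzyme fragment complementation signal reports receptor beta-arrestin coupling in cells; 0% = agonist plus DMSO wells and 100% = wells without agonist; some results beyond the cut were filed as inactive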
Target sequence (P32249 whole entry, looked up, the tested form may be a part): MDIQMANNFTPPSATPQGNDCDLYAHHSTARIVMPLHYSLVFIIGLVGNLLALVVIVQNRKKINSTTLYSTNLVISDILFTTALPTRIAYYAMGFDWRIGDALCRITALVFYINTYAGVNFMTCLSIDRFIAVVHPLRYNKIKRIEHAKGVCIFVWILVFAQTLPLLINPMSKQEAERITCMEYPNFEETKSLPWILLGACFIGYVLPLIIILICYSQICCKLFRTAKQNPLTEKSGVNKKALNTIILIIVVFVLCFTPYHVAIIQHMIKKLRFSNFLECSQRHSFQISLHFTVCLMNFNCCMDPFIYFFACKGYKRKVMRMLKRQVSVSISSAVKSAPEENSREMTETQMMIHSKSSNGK
Mdm2-MdmX inh: human Mdm2/MdmX binding inhibition. O15151+Q00987. SaOS-2 split-luciferase Mdm2/MdmX complementation, luminescence. inhibition, % at 8 µM. 3% of 330,000 active. AID 485346;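 active means inhibition of at least 50% at 8 µM in the primary screen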
UPR CHOP act: apoptotic UPR (CHOP) activation | CHO-CHOP luciferase reporter, luminescence; percent of tunicamycin response over DMSO baseline | activation, % at 10 µM | 0.34% of 330,000 active | AID 449763;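 active means at 10 µM dose, activation of 40% or more, normalized to positive control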;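 further: 100% = tunicamycin at 10 µg/mL and 0% = DMSO alone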
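Assay system: CHO cells with stable CHOP pathway luciferase reporter; Buffer or medium: F12 plus 10% serum; Times: 16-18 h cell attachment, then 6 h compound exposure, 37 °C; Signal: luciferase luminescence; Read-out basis: percent activation relative to tunicamycin control; Control set: tunicamycin high control, DMSO low control.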
697 NFkB inh: inhibitors of the PMA/ionomycin-induced NF-kB reporter in 697 B cells; 697 B-cell NF-kB luciferase reporter, 16 h; inhibition, % at 4 µM; 0.33% of 330,000 active; in the data active means inhibition above about 35%
UPR XBP1 act: adaptive UPR (XBP1) activation; CHO-XBP1 luciferase reporter, IRE1-XBP1 UPR activation, luminescence; percent of tunicamycin response, DMSO as zero; activation, % at 20 µM; 0.33% of 330,000 active;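 active means versus positive control, 20 µM dose yields 30% or more activation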;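 further: 100% = tunicamycin at 10 µg/mL and 0% = DMSO only wells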
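incubation = overnight seeding at 37 °C, 6 h compound treatment at 37 °C | assay system = CHO-XBP1 cells stably carrying IRE1-XBP1-driven luciferase reporter | input = 1000 cells per well | detection = luciferase luminescence | dosing = single point, 20 µM final compound, 1% DMSO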
Gli-Sufu block: antagonists of Gli-Sufu signaling; Sufu-KO-LIGHT fibroblasts, Gli luciferase reporter luminescence; inhibition, % at 5 µM; 0.74% of 340,000 active; AID 588413;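 active means inhibition above about 55%, limit read from the data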;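 further: 0% = DMSO-treated cells and 100% = wells with medium but no cells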
Numbers without * were called inactive; · = not tested or not shown.

SMILES | Jurkat NFkB inh | CCR6 antag | CXCR6 block | EBI2 antag | Mdm2-MdmX inh | UPR CHOP act | 697 NFkB inh | UPR XBP1 act | Gli-Sufu block
COc1cc(NC(=O)C2CC(=O)N(Cc3ccco3)C2)c(OC)cc1Cl (configuration not stated) | 5 | 0 | 11 | -2 | 17 | -0.3 | 20 | -1 | 1
CC1CCN(C(=O)COC(=O)COc2ccccc2C#N)CC1 | -5 | 7 | 0 | -7 | -34 | -0.6 | -21 | 1 | -3
N#CC1(Nc2ccc(Br)cc2)CCCC1 | · | 5 | -5 | 9 | · | · | · | · | -3
C/C(=N\NC(=O)CN1CCN(S(=O)(=O)c2ccc(C)cc2)CC1)c1ccc(O)cc1 | 2 | 7 | 5 | 1 | -15 | 2.4 | 12 | 2 | -2
Cc1cc2ccccc2nc1SCC(=O)NC1CCCC1 | · | 6 | 2 | 9 | · | · | · | · | 3
COc1ccc(NS(=O)(=O)c2ccc(C(=O)NCC3(N4CCOCC4)CCCCC3)cc2)cc1 | 4 | 11 | -2 | 0 | 14 | -0.3 | 3 | -2 | 21
Cc1ccccc1-c1cc(=O)c2c(O)cccc2o1 | -5 | 21 | 7 | 7 | -6 | 0.2 | 23 | 2 | -9
Cn1c(CNC(=O)CCNC(=O)c2cccc(Cl)c2)cc(=O)n(C)c1=O | 0 | -8 | 3 | 3 | -4 | 0.8 | -46 | -1 | -22
CCn1c(CNc2ccc(F)cc2)nnc1SCC(=O)Nc1ccccc1OC | 8 | 12 | 8 | 2 | -17 | 2.1 | 10 | -3 | 2
O=C1CCCc2c1nc(-c1ccc(F)cc1)n2O | 11 | 9 | -6 | 1 | -40 | 1.1 | 4 | -2 | 8
Cc1ccc(OCC(=O)NCC2CCCO2)c(C)c1 (configuration not stated) | -20 | -4 | 8 | -4 | -13 | 3.9 | 7 | 3 | 8
O=C(NN=C1CCCC1)c1ccn[nH]1 | 8 | -21 | 2 | -13 | -6 | 2.0 | 9 | -1 | -16
CC(C)(C)NS(=O)(=O)c1cc(C(=O)O)ccc1Cl | -12 | 2 | -7 | -6 | 14 | -0.8 | 21 | -3 | 3
COc1cc2c(cc1OC)C(COc1ccccc1OC)N(C(C)=O)CC2 (configuration not stated) | 2 | -5 | 7 | 8 | 1 | -1.1 | -13 | -3 | 0
CSCCC(NC(=O)C1CCCC1)c1nnc2ccccn12 (configuration not stated) | -7 | 10 | -4 | 1 | 9 | 1.6 | 6 | 0 | 6
CCOCCOC(=O)C(C)Oc1ccc(Oc2ncc(Cl)cc2Cl)cc1 (configuration not stated) | -6 | 18 | 1 | 0 | -9 | -0.4 | -5 | -1 | -14
O=C(NC(NCc1ccccn1)(C(F)(F)F)C(F)(F)F)c1ccco1 | -8 | 9 | 11 | -12 | -16 | 1.0 | 9 | -3 | -4
CC(=O)C1=C(O)C(=O)N(CCc2c[nH]c3ccccc23)C1c1ccc(O)cc1 (configuration not stated) | 11 | 14 | 4 | -13 | 14 | 8.4 | 12 | 2 | 11
Cc1cc(-c2csc(N)n2)c(C)n1Cc1ccco1 | 4 | 17 | 3 | -7 | 2 | 0.6 | 19 | -4 | 9
COc1cccc(-c2c(NC(C)=O)n(C)c3ccccc3c2=O)c1 | -5 | -8 | -9 | -12 | 1 | 0.8 | -12 | -6 | -1

Overlap with the part before: three compounds, followed by the next part.
SMILES | Jurkat NFkB inh | CCR6 antag | CXCR6 block | EBI2 antag | Mdm2-MdmX inh | UPR CHOP act | 697 NFkB inh | UPR XBP1 act | Gli-Sufu block
CC(=O)C1=C(O)C(=O)N(CCc2c[nH]c3ccccc23)C1c1ccc(O)cc1 (configuration not stated) | 11 | 14 | 4 | -13 | 14 | 8.4 | 12 | 2 | 11
Cc1cc(-c2csc(N)n2)c(C)n1Cc1ccco1 | 4 | 17 | 3 | -7 | 2 | 0.6 | 19 | -4 | 9
COc1cccc(-c2c(NC(C)=O)n(C)c3ccccc3c2=O)c1 | -5 | -8 | -9 | -12 | 1 | 0.8 | -12 | -6 | -1
Cc1ccc(NS(=O)(=O)c2cc(C(=O)N3CCN(CCO)CC3)ccc2C)cc1 | 5 | -1 | 4 | -2 | -1 | 1.2 | 20 | 1 | -8
O=C1CCN(CCc2ccccc2)CCN1CCSc1ccccc1 | 8 | 3 | 4 | 27 | 3 | 2.7 | -12 | 2 | -28
Cc1nccn1CCC(=O)Nc1ccc(Cl)cc1 | 10 | 15 | 3 | -6 | 12 | 2.0 | 23 | 1 | 3
Cc1oc(-c2ccc(Cl)cc2)nc1CS(=O)CC(=O)NCc1ccccc1 (configuration not stated) | 10 | -10 | 3 | 1 | 4 | -0.3 | 14 | -2 | -25
CCCCN(C)C(=O)c1sc2ncn(CC)c(=O)c2c1C | -5 | 13 | 0 | 15 | 35 | -3.1 | 7 | -5 | 28
Nc1nc(SCC(=O)N2CCCc3ccccc32)n(-c2ccccc2)n1 | -2 | 11 | 4 | 6 | 21 | -0.3 | 16 | 0 | 4
COc1cccc(C(C)NC(=O)Cc2cccs2)c1 (configuration not stated) | -6 | -1 | 0 | -6 | 18 | 0.5 | -4 | -4 | 9
COc1ccccc1C(=O)Nc1ccc(Cc2ccncc2)cc1 | 2 | 11 | -14 | 1 | 7 | 1.8 | -25 | -2 | 0
O=C(Nc1nc(-c2ccccn2)cs1)c1ccc(-c2ccccc2F)o1 | -5 | 1 | -9 | -4 | 57* | 1.1 | -73 | 4 | -12
N#Cc1cc(C(=O)c2ccccc2OCC(=O)Nc2ccccc2Cl)cn(C2CCCCC2)c1=O | -15 | 17 | -5 | 13 | 7 | 0.0 | -7 | 1 | 18
Cc1ccc(NC(=O)C2CCN(S(=O)(=O)c3c(C)noc3C)CC2)cc1C | 12 | 3 | 6 | 9 | 3 | 4.0 | 12 | -5 | -2
Cc1nnc(SCC(=O)NC2CC2)n1-c1ccccc1 | 18 | 3 | -9 | -2 | 19 | -1.0 | 17 | -5 | -10
COc1ccc(N2C(=O)C3C(C2=O)C2C=CC3C23CC3)c([N+](=O)[O-])c1 (configuration not stated) | 0 | 12 | -9 | -8 | 5 | 0.2 | -5 | 2 | 6
Cn1c(Cn2c(=O)sc3ccccc32)nnc1SCC(=O)N1CCCc2ccccc21 | -9 | 8 | 0 | -1 | 39 | -0.2 | -5 | -1 | 3
CN(C)C(=O)CSc1nnc(NC(=O)CCc2ccccc2)s1 | 10 | -1 | 0 | -2 | -10 | 0.1 | 3 | 4 | 5
Cc1nc(-c2ccc(S(=O)(=O)Oc3ccccc3Cl)s2)cs1 | 8 | 18 | -5 | -5 | 16 | 3.9 | -14 | -1 | -15
O=C(Nc1cccnc1)c1ccc(Cl)c(Cl)c1 | -24 | 15 | 3 | 5 | -20 | 2.7 | -9 | 5 | -5
C=CCn1c(N)c(C(=O)NCCC2=CCCCC2)sc1=S | -60 | 18 | -7 | 10 | -46 | 4.2 | -19 | 3 | -28
O=C(COc1ccc(S(=O)(=O)N2CCOCC2)cc1)NC1CC1 | -2 | -3 | 2 | -5 | 4 | 0.1 | -4 | 2 | 29
Cc1ccc(NC(=O)CSCc2ccc(F)cc2)cc1 | -23 | 3 | 5 | 5 | -33 | 5.2 | 13 | -1 | -10
O=C(Nc1ccc(Cl)c(Cl)c1)N1CCC(N2CCCCC2)CC1 | 8 | 11 | 12 | -4 | 16 | -0.7 | 14 | -2 | -20
O=C(Cn1nnc(-c2ccccc2)n1)NCc1ccccc1 | -10 | -1 | 0 | -18 | 22 | -0.8 | 7 | -1 | 2
Cc1cccc(NC(=S)NCC(C)CSc2ccc(Cl)cc2)c1 (configuration not stated) | 2 | 0 | -6 | 20 | -9 | -1.1 | -7 | -3 | 15
COc1ccc(NC(=O)NCc2cccnc2)cc1 | 9 | 1 | 7 | 6 | 16 | 1.2 | 8 | -4 | -4
CCn1nnc2cc(C(=O)Nc3cc(S(C)(=O)=O)ccc3Cl)ccc21 | 6 | 7 | -3 | -1 | 10 | 0.7 | 16 | -6 | -9
Cc1cc(C)cc(OCCNC(=O)c2cc(S(=O)(=O)N3CCOCC3)ccc2F)c1 | 3 | 16 | -4 | 2 | 20 | 1.2 | 11 | -4 | -8
CCc1ccc(NC(=O)CSCc2nc(N)nc(Nc3ccccc3CC)n2)cc1 | 6 | 13 | 2 | -8 | 14 | -0.9 | -7 | 1 | -3
Clc1ccc2c(NCCNC3CCCCC3)ccnc2c1 | · | 10 | -7 | -9 | · | · | · | · | 21
Clc1ccccc1N=Nc1ccccn1 | · | 6 | 9 | -15 | · | · | · | · | -9
COc1ccc(NC(=O)C(CC(=O)O)C(C)c2ccccc2)cc1 (configuration not stated) | -6 | 7 | 6 | 7 | 1 | 1.2 | 4 | -4 | 0
Cc1cccc(N2CCN(C(=S)c3ccccc3)CC2)c1 | 5 | 1 | 5 | -2 | -20 | -0.9 | -6 | -1 | -16
CCC(=O)NCCNc1ccc([N+](=O)[O-])cn1 | 2 | · | · | · | -11 | -0.2 | 6 | -2 | ·
N/C(=N\OC(=O)c1cccc(Cl)c1)c1ccccn1 | -78 | -10 | -43 | -18 | -82 | -6.5 | -154 | -5 | -79
O=C(c1ccc([N+](=O)[O-])s1)N1CCc2ccccc2C1 | 11 | 15 | 11 | -7 | -10 | 0.4 | 14 | -1 | -32
Cn1nnnc1SCC(=O)NC1CCCc2ccccc21 (configuration not stated) | 2 | 9 | 8 | -3 | -14 | 1.7 | 14 | 0 | -6
CCOc1ccc(C(=O)/C=C/Nc2ccc(S(=O)(=O)Nc3onc(C)c3C)cc2)cc1 | -3 | 25 | 9 | 2 | 11 | 0.5 | 16 | 0 | -11
O=C(c1ccc(Br)o1)N(Cc1ccccc1)c1ccccn1 | -4 | 1 | -11 | 0 | 9 | -0.3 | 6 | -1 | 1
Cc1ccc(NC(=S)N2CCCCC2CO)cc1C (configuration not stated) | -20 | 15 | 4 | 8 | 9 | 0.7 | 20 | 1 | -10
Cc1ccc(C23CC4CC(CC(C(=O)N5CCOCC5)(C4)C2)C3)cc1 | 9 | 2 | -6 | 7 | -11 | 0.8 | -7 | -2 | 8
COC(=O)c1ccc(-c2ncc(-c3cccc4ccccc34)o2)cc1 | -8 | 3 | -1 | -6 | -41 | 7.4 | -129 | 3 | -31
CCCn1c(=O)c(C#N)cn(C2CC2)c1=O | 11 | -4 | 10 | 2 | 26 | 0.5 | -12 | -1 | -11
COc1ccc(C2=NN(C(=O)CSc3cn(C)c4ccccc34)C(c3ccc(OC)cc3)C2)cc1 (configuration not stated) | 13 | 4 | 6 | 84* | 44 | 3.2 | 23 | -2 | -12
Nc1nc(-c2c(Cl)cccc2Cl)no1 | 2 | 5 | 0 | -17 | 20 | -1.6 | 16 | 1 | 12
CCC(=O)N1CCc2cc(S(=O)(=O)NCCN3CCCCC3CC)ccc21 (configuration not stated) | 10 | 6 | -14 | 6 | 19 | -0.2 | 19 | -3 | 1
O=C(CCc1ccccc1)Nc1ccc2c(c1)OCCO2 | -140 | 6 | 4 | 1 | -76 | 3.9 | -38 | -3 | -65

Reformatted with tabs: entries from further up
SMILES	Jurkat NFkB inh	CCR6 antag	CXCR6 block	EBI2 antag	Mdm2-MdmX inh	UPR CHOP act	697 NFkB inh	UPR XBP1 act	Gli-Sufu block
O=C(CCc1ccccc1)Nc1ccc2c(c1)OCCO2	-140	6	4	1	-76	3.9	-38	-3	-65
Nc1nc(-c2c(Cl)cccc2Cl)no1	2	5	0	-17	20	-1.6	16	1	12

Compound activity as filed in PubChem BioAssay.
